Screening data from PubChem BioAssay.
Growth percent in the NCI-60 one-dose screen (48 h, 10 µM unless noted): 100 = growth as untreated, 0 = no growth, -100 = all killed.
SF-295: SF-295 CNS cancer cells; 5.6% of 79,000 active
SNB-19: SNB-19 CNS cancer cells; 2.5% of 81,000 active; AID 1794751
OVCAR-3: OVCAR-3 ovarian cancer; 7% of 79,000 active
SF-539: SF-539 CNS cancer | AID 1794752 | 6.8% of 81,000 active
PC-3: PC-3 prostate cancer cells. 3.9% of 80,000 active. AID 1794754
U251: U251 CNS tumor cells; 5.4% of 80,000 active; AID 1794753
DU-145: DU-145 prostate cancer; AID 1794760; 4.2% of 81,000 active
OVCAR-8: OVCAR-8 ovarian cancer. 4.4% of 81,000 active. AID 1794782
SF-268: SF-268 CNS cancer cells; 3.1% of 82,000 active; AID 1794759
The depositor's hits bear a star; . = no result given; [ ] = dose if it differs, or a comment. Rule for the calls: active = growth percent below 10; inactive = the rest.

1	CN(C)c1ccc(C2CC(c3ccccc3)=NN2Cn2nnc3ccccc32)cc1 (configuration not stated)
2	COc1ccc(C2=NNC(=O)C3(CCCCC3)C2)cc1
3	CC(C)/C=C/CC[C@](C)(O)[C@H]1CC[C@]2(C)[C@@H]1CC[C@@H]1[C@@]3(C)C/C(=C/c4cc(C(F)(F)F)cc(C(F)(F)F)c4)C(=O)C(C)(C)[C@@H]3CC[C@]12C
4	CCOC(=O)/C=C\C(=O)NC(N)=O
5	CCOC(=O)c1ccccc1C(=C1C=C(Br)C(=O)C(Br)=C1)c1cc(Br)c(O)c(Br)c1
6	COc1ccc([C@@H]2c3[nH]c4ccccc4c3C[C@@H]3C(=O)N(C4CCN(Cc5c(Cl)cccc5Cl)CC4)CC(=O)N23)c(OC)c1

assay / entry	1	2	3	4	5	6
DU-145	109	104	100	106	117	107[6.25 µM]
U251	104	101	90	94	102	96[6.25 µM]
SF-268	106	106	75	106	106	92[6.25 µM]
OVCAR-8	97	100	93	104	101	98[6.25 µM]
SNB-19	97	105	97	106	96	93[6.25 µM]
SF-539	104	107	97	108	96	102[6.25 µM]
PC-3	97	97	86	83	114	80[6.25 µM]
OVCAR-3	110	102	98	110	127	109[6.25 µM]
SF-295	95	107	97	106	100	106[6.25 µM]

Molecules above that contain four or more nitrogen atoms (two):
1	CN(C)c1ccc(C2CC(c3ccccc3)=NN2Cn2nnc3ccccc32)cc1 (configuration not stated)
6	COc1ccc([C@@H]2c3[nH]c4ccccc4c3C[C@@H]3C(=O)N(C4CCN(Cc5c(Cl)cccc5Cl)CC4)CC(=O)N23)c(OC)c1

assay / entry	1	6
DU-145	109	107[6.25 µM]
U251	104	96[6.25 µM]
SF-268	106	92[6.25 µM]
OVCAR-8	97	98[6.25 µM]
SNB-19	97	93[6.25 µM]
SF-539	104	102[6.25 µM]
PC-3	97	80[6.25 µM]
OVCAR-3	110	109[6.25 µM]
SF-295	95	106[6.25 µM]

(continued)
7	O=C(NC(Cc1nnc2n(Cc3ccccc3)c(=O)c3c4c(sc3n12)CCCC4)c1ccccc1)c1ccccc1 (configuration not stated)
8	CC1O[C@@H](OCC2O[C@@H](Oc3c(-c4ccc(O)cc4)oc4cc(O)cc(O)c4c3=O)[C@@H](O)C(O)[C@@H]2O)C(O)[C@@H](O)[C@H]1O (some centres not stated)
9	COC1c2occc2C(OC)C2C3C(=C(C)OC12)Sc1nc(-c2ccc(N(C)C)cc2)c(C#N)c(N)c13 (configuration not stated)
10	COc1ccc(CN2CCc3c(Sc4ccccc4)nc(N)nc3C2=O)c(OC)c1
11	CCCN1C2CCC1/C(=C\c1ccc(C)cc1)C1=C2[C@@H](c2ccc(C)cc2)C(C#N)=C(N)O1 (some centres not stated)
12	CSc1ccc2c(c1)N(CC(C)CN(C)C)c1ccccc1S2 (configuration not stated)

assay / entry	7	8	9	10	11	12
DU-145	115	101	102	77	96	98
U251	111	103	94	72	.	69
SF-268	90	100	97	67	86	78
OVCAR-8	77	105	106	45	107	98
SNB-19	99	98	112	82	98	90
SF-539	111	106	96	66	90	89
PC-3	97	97	60	52	82	64
OVCAR-3	107	109	123	57	95	81
SF-295	108	96	103	70	91	90

13	CCCCSc1nc(Nc2ccc(/C(C)=N/NC(N)=S)cc2)c(C#N)c(-c2ccccc2)n1
14	CCCc1cc(=O)oc2c3c(c4c(c12)OC(C)(C)CC4)OC(C)[C@H](C)[C@@H]3O (some centres not stated)
15	Cc1nc(-c2cn3c(n2)-c2ccc(-c4cnn(C(C)(C)C(N)=O)c4)cc2OCC3)n(C(C)C)n1
16	COc1cc(/C=N/Nc2ccccc2C)cc(OC)c1OC
17	CC(C)CC(C(=O)NC1CCCCC1)N1C(=O)c2ccccc2C1=O (configuration not stated)
18	O=C(Nc1sc2c(c1C(=O)O)CCCC2)c1cccc(C(F)(F)F)c1

assay / entry	13	14	15	16	17	18
DU-145	36	104	29	92	107	94
U251	19	75	23	83	100	88
SF-268	67	94	33	72	94	95
OVCAR-8	15	82	33	87	106	95
SNB-19	50	94	31	94	97	100
SF-539	19	108	-20*	95	101	93
PC-3	29	43	24	80	102	91
OVCAR-3	13	112	24	103	111	94
SF-295	25	44	3.7*	40	95	85

4 compounds from above with just SF-268.
cpd | mol | SF-268
14 | CCCc1cc(=O)oc2c3c(c4c(c12)OC(C)(C)CC4)OC(C)[C@H](C)[C@@H]3O (some centres not stated) | 94
17 | CC(C)CC(C(=O)NC1CCCCC1)N1C(=O)c2ccccc2C1=O (configuration not stated) | 94
15 | Cc1nc(-c2cn3c(n2)-c2ccc(-c4cnn(C(C)(C)C(N)=O)c4)cc2OCC3)n(C(C)C)n1 | 33
18 | O=C(Nc1sc2c(c1C(=O)O)CCCC2)c1cccc(C(F)(F)F)c1 | 95

(listing goes on)
19	CC(/C=C1\SC(=S)N(CCC(=O)NC(CC(C)C)C(=O)O)C1=O)=C\c1ccccc1 (configuration not stated)
20	CCOC(=O)c1[nH]n(-c2ccccc2)c(=O)c1/C=N/C(=S)Nc1ccc(Cl)cc1Cl
21	CCOC(=S)SCC(=O)NC(=O)c1ccccc1
22	COc1cc(/C=C/C(=O)O)cc([N+](=O)[O-])c1O
23	COc1cc2c3c(c1O)-c1ccccc1[C@@H]1OC(=O)N(CC2)[C@@H]31
24	COc1cc(-c2nc(SCCC(C)C)nc(NNC(=O)c3ccncc3)c2C#N)cc(OC)c1OC

assay / entry	19	20	21	22	23	24
DU-145	108	103	105	114	108	79
U251	102	95	107	98	90	80
SF-268	99	94	99	97	102	56
OVCAR-8	101	97	106	82	91	70
SNB-19	99	100	103	112	100	66
SF-539	97	109	105	106	99	72
PC-3	119	91	90	98	84	79
OVCAR-3	115	99	99	108	111	73
SF-295	109	107	94	111	100	66

25	CCCCCn1c(=N)c(S(=O)(=O)c2ccccc2)cc2c(=O)n3ccccc3nc21
26	CCOc1cc([N+](=O)[O-])c(OCC)cc1Cl
27	CCOC(=O)Nc1ccc(Cl)cc1
28	COc1cc(C)cc2c1OC(c1ccccc1)CC2=O (configuration not stated)
29	Nc1ccc(N)c2c1C(=O)c1ccccc1C2=O
30	O=C1CCC(C(=O)NC2CCC(O)CC2)CC1 (configuration not stated)

assay / entry	25	26	27	28	29	30
DU-145	107	111	102	103	84	113
U251	96	98	96	94	89	103
SF-268	100	105	101	112	84	108
OVCAR-8	79	95	112	114	82	105
SNB-19	94	105	101	87	116	101
SF-539	94	95	104	93	87	105
PC-3	93	92	101	109	79	103
OVCAR-3	105	113	114	99	88	114
SF-295	98	103	85	97	98	104

The closing 2 records of the part above are carried over, then new ones follow:
29	Nc1ccc(N)c2c1C(=O)c1ccccc1C2=O
30	O=C1CCC(C(=O)NC2CCC(O)CC2)CC1 (configuration not stated)
31	COC(=O)C1=Nc2ccc(F)cc2/C1=C\c1sc(N)nc1O
32	N=C(N)c1ccc(-c2ccc(-c3cc(Cl)cc(Cl)c3)o2)o1
33	CCCC1(C)C(C#N)C(=O)NC(=O)C1C#N (configuration not stated)
34	O=c1nc(-c2ccccc2)c2cc(-c3ccc(C(F)(F)F)cc3)ccc2[nH]1
35	CCOC(=O)C1=C(C)NC(=O)NC1c1ncc(C(C)O)s1 (configuration not stated)
36	O=C1OC(c2ccc([N+](=O)[O-])cc2)Sc2ccccc21 (configuration not stated)

assay / entry	29	30	31	32	33	34	35	36
DU-145	84	113	104	-88*	117	97	108	105
U251	89	103	96	-90*	98	78	96	93
SF-268	84	108	100	-56*	105	99	97	102
OVCAR-8	82	105	104	-42*	104	89	104	98
SNB-19	116	101	103	-65*	105	99	99	101
SF-539	87	105	96	-85*	96	95	103	104
PC-3	79	103	86	-26*	102	77	86	81
OVCAR-3	88	114	87	-88*	118	95	102	115
SF-295	98	104	107	-84*	101	95	99	104

37	CCC(C)[C@@H]1NC(=O)[C@@H](C(C)CC)NC(=O)CC(=O)[C@H](C)[C@H](/C=C(\C)CC(C)C/C(C)=C/c2cnco2)OC1=O (some centres not stated)
38	O=C(c1ccccc1)c1c(-c2ccccc2)oc2c1CNC1C(O)=CC=CC21 (configuration not stated)
39	NC(=O)/C(=C\c1ccc([N+](=O)[O-])o1)c1ccco1
40	CC(C)Nc1nnc(-c2cccnc2)s1
41	Cc1c2cnccc2c(C)c2c1c1cc(CO)ccc1n2C
42	O=C(O)c1cc(CCc2cc(O)ccc2O)ccc1O

assay / entry	37	38	39	40	41	42
DU-145	88	105	95	116	-0.9*	.
U251	97	35	85	92	-38*	96
SF-268	107	59	99	107	-29*	101
OVCAR-8	98	46	91	97	-14*	97
SNB-19	179	49	101	106	-22*	100
SF-539	105	71	103	101	-68*	101
PC-3	79	56	69	100	-9.5*	97
OVCAR-3	120	73	115	118	-34*	112
SF-295	97	34	.	111	-27*	111

43	COc1ccc(C(=O)NC(=O)Nc2ccc3c(c2)NC(=O)/C3=C\c2[nH]c(C)c(C(=O)NCCN(C)C)c2C)c(F)c1
44	Nc1ccc(-c2csc(N/N=C/c3nc4ccccc4n3C3CC3)n2)cc1
45	CC(=O)Nc1ccc(-n2cnc3cc(-c4ccc(O)cc4)ccc32)c(F)c1
46	CC(=O)Oc1ccccc1O
47	CN(C)C(=S)N=Nc1c(O)[nH]c2ccccc12
48	COc1ccc(/C=C/C(=O)c2ccc(NC(=O)CSc3nnc(-c4ccc5nc(-c6ccccc6)[nH]c5c4)o3)cc2)cc1

assay / entry	43	44	45	46	47	48
DU-145	110	87	51	96	32	108
U251	97	80	54	99	17	83
SF-268	103	85	66	86	15	111
OVCAR-8	96	89	67	105	-24*	90
SNB-19	93	78	64	97	18	93
SF-539	91	83	34	87	9.4*	91
PC-3	87	83	59	109	.	95
OVCAR-3	109	.	53	83	3.9*	102
SF-295	112	107	68	111	17	98

49	Cc1sc2nc(NCc3ccccc3)[nH]c(=O)c2c1C
50	OCC[N+]1(Cc2ccccc2)CCC(C2CC[N+](CCO)(Cc3ccccc3)CC2)CC1 (configuration not stated)
51	COc1ccc(/C(C#N)=C2C=C/C(=N\O)C(C)=C/2Cl)cc1
52	CC(=O)c1c[nH]c(=O)[nH]c1=O
53	COc1ccc(C(=O)Oc2ccc(C=O)cc2OC)cc1
54	Cc1ccc2ncc(-c3nnn(-c4ccc(Cl)cc4)c3C)c(C(=O)O)c2c1
55	Nc1ccc(C(=O)Nc2nc3c(s2)C[C@@H](NC(=O)c2cc(Cl)c(Cl)[nH]2)CC3)cc1

assay / entry	49	50	51	52	53	54	55
DU-145	73	104	.	106	112	101	94
U251	31	96	101	97	98	97	75
SF-268	74	98	.	94	100	98	76
OVCAR-8	60	95	107	102	99	94	82
SNB-19	69	104	99	93	104	93	89
SF-539	65	97	110	97	94	96	77
PC-3	48	90	92	88	99	86	73
OVCAR-3	41	108	.	99	111	96	84
SF-295	52	95	107	105	102	93	89
